Source: PubChem BioAssay (National Center for Advancing Translational Sciences (NCATS))
CRE-bla Fsk = CRE-bla signaling modulation under forskolin stimulation | AID 662 | Potency, µM (doses to about 38.2 µM), without a hit: at the top dose activity change, negative = inhibition, usual class: activators | CHO CRE-bla reporter (cAMP response element driving beta-lactamase), forskolin EC10, beta-lactamase ratio | 2.5% of 71,000 active; active = well fitted activation curve with a large enough effect in the signal ratio, with a control signal flat, not every such curve was filed as active; inconclusive = small, poorly fitted or top-dose-only effect, or effect the other way, or a change in a side signal; the % refers to the signal ratio; also: potency is read from the fitted curve at half-maximal effect; % of control where 0% means no effect
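CHO CRE-bla cells, overnight plating in Opti-MEM with 0.5% dialyzed FBS; cpd titration + EC10 NKH 477, 3 h 37 °C; CCF4 2 h RT; ex 405/em 460 vs 530 ratio → %Activity, AC50.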
4-MU autofl = compound fluoresces in the 4-MU spectral region; compound autofluorescence, 340/450 nm, 4-MU equivalents; stronger effect = higher value; max dye-equivalent concentration, M; 11% of 59,000 active; in the data active = max dye-equivalent concentration above about 10 nM; inconclusive = mostly about 1.1 nM to 9.6 nM
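Compounds in 100 mM Tris, pH 8.0, sat 15 min at room temperature before fluorescence was read at 340 nm excitation/450 nm emission; a per-plate six-point 4-MU standard curve converted signals to dye-equivalent concentration at each compound concentration.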
HBB splicing = hemoglobin beta splicing modulation. Potency, µM (series often up to 46.1 µM), for inactives: at the top dose activation, actives largely listed as activators. HBB splicing reporter cell assay, activation; EGFP reporter with mutant IVS2-654 intron; response scale: normalised to 500 nM splice-correcting PNA. 0.06% of 65,000 active. AID 925; also: potency is read from the fitted curve at half-maximal effect; 0% is about no effect
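Compounds were applied for 2 days to HeLa EGFP-654 cells, 500/well in Optimem with 2% FCS. The reporter's EGFP is disrupted by mis-splicing of beta-globin intron IVS2-654. Readout: summed well GFP fluorescence from 488 nm laser scanning; reference was 500 nM antisense […] 654 PNA.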
Hsp90 Hop PPI = changes Hsp90-Hop TPR2A binding signal, up or down. Potency, µM (doses to about 57 µM), for the others: at the highest dose activity change, negative = inhibition. 0.44% of 71,000 active. AlphaScreen TPR2A-His6 binding biotin-Hsp90 C-terminal peptide; active = well fitted curve in either direction with a large enough effect; inconclusive = small, poorly fitted or top-dose-only effect, or another doubt; also: potency is read from the fitted curve at half-maximal effect; % is scaled to controls: 0 for no effect and ±100 for the full control effect; many of its hits are not listed in these tables
BRCT inh green = inhibitors of human BRCA1 BRCT-phosphoprotein interaction (green fluorophore); AID 875; BRCA1 BRCT-phosphopeptide binding, green fluorescence polarization; Potency, µM (series often up to 76.9 µM), for the others: at the top dose activity change, negative = inhibition, usual class: inhibitors; P38398; 0.05% of 75,000 active;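 also: potency is read from the fitted curve at half-maximal effect; plate controls were peptide without protein for full effect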
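Fluorescence polarization: His-tagged BRCT (~35 kDa BRCA1 C-terminus, 250 nM) bound to 100 nM fluorescein-labeled phosphorylated 10-aa BACH1 peptide, pH 7.3 phosphate buffer with DTT and Tween 20. Compounds incubated 12 min at room temperature; inhibition read as lowered polarization.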
A350 autofl = A350 region autofluorescence; Compound autofluorescence, 340/450 nm, Alexa 350 dye-equivalents; stronger effect = higher value; max dye-equivalent concentration, M; 11% of 59,000 active; in the data active = max dye-equivalent concentration above about 10 nM; inconclusive = mostly about 1.1 nM to 9.6 nM
UbGFP stabilizer = proteasome inhibitors stabilizing ubiquitin-GFP reporter. Potency, µM (series often up to 45.9 µM), without a hit: at the highest dose activation (GFP accumulation), hits mostly activators. 67,000 tested, under 10 active. Ubiquitin-GFP reporter cells, proteasome inhibition, GFP fluorescence; response scale: untreated = 0%, 10 µM MG-132 = 100%. AID 526; active = well fitted activation curve with a large enough effect, not every such curve was filed as active; inconclusive = small, poorly fitted or top-dose-only effect, or another doubt; inactive = no such curve, though single readings can be large or run the other way; also: potency is read from the fitted curve at half-maximal effect
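Proteasome blockade was scored as a rise in GFP-expressing U2OS cells carrying a ubiquitin(G76V)-GFP construct, imaged after 4 hr compound treatment at 37 °C across a 46 uM–2.9 nM series.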
Epigenetic mod = epigenetic GFP locus derepression in mouse cells; Potency, µM (titrated, usually from 46.1 µM), inactives show top-dose GFP derepression (activation); mouse C127i GFP locus derepression, cytometry, 30 h; 0.09% of 68,000 active; also: % of control where 0% means no effect
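Locus derepression in mouse mammary C127i cells whose integrated CMV-GFP reporter is normally silent; GFP expression after 30 h compound treatment was quantified by counting fluorescent cells.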
15-hLO inh = blocks human 15-lipoxygenase activity; AID 887; Potency, µM (titrated, usually from 57.1 µM), for the others: at the highest dose activity change, negative = inhibition, most hits filed as inhibitors; P16050; purified 15hLO-1, xylenol orange hydroperoxide absorbance; 1.4% of 74,000 active; also: potency is read from the fitted curve at half-maximal effect; % is scaled to controls: 0 for no effect and ±100 for the full control effect; nearly all actives have a fitted effect of over 55% in size
Target sequence (P16050 whole entry, looked up): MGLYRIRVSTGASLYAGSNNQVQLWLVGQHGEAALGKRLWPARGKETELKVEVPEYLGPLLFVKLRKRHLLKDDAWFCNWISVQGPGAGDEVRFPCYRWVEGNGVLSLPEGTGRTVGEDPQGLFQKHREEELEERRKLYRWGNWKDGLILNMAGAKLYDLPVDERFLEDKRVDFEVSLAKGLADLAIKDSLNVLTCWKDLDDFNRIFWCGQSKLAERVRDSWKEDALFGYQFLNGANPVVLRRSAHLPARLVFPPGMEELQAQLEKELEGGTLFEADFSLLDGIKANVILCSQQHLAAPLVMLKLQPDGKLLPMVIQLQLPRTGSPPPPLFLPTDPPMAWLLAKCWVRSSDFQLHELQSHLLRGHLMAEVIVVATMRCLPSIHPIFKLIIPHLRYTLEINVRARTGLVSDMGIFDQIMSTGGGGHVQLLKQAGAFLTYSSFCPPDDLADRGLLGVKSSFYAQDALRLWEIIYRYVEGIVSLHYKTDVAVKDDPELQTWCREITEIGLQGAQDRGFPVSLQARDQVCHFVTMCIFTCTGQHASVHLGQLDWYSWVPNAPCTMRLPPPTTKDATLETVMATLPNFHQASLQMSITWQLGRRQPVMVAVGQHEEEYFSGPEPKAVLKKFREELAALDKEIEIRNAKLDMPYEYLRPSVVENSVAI
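Compounds were preincubated 15 min at room temperature with 40 nM purified human enzyme (25 mM Hepes pH 7.5, 0.01% Triton X-100); 50 uM arachidonic acid reacted 6 min. Fe-xylenol orange detection, 30 min, absorbance ratio 573/405 nm.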
BRCT PPI red = disrupts BRCA1 BRCT binding to phosphoprotein, red fluorophore readout. BRCT-phosphopeptide binding, red fluorescence polarization. 0.03% of 75,000 active. Potency, µM (series often up to 76.9 µM), without a hit: top-dose activity change, negative = inhibition, hits mostly inhibitors; also: % is scaled to controls: 0 for no effect and ±100 for the full control effect
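Rhodamine-labelled pBACH1 10-mer (100 nM) bound to BRCT domain (100 nM) at pH 7.3; compounds incubated 12 min room temperature, polarization read. Free peptide defines full inhibition; unlabelled decapeptide titrated as control.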
DNA Pol III inh = blocks replication by bacterial DNA polymerase III holoenzyme; reconstituted DNA polymerase III holoenzyme replication, biochemical; 0.25% of 71,000 active; Potency, µM (titrated, usually from 57.1 µM), for inactives: top-dose activity change, negative = inhibition; also: potency is read from the fitted curve at half-maximal effect; % is scaled to controls: 0 for no effect and ±100 for the full control effect
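Reconstituted *E. coli* holoenzyme (0.35 nM Pol III, 1 nM beta, 154 nM SSB, 2 nM primase) was preincubated with compound for 15 min at RT. Synthesis on 1.4 nM ssM13Gori ran 35 min, then was stopped with PicoGreen/EDTA and read as dsDNA fluorescence.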
The depositor's hits bear a star; i = inactive; ? = inconclusive; nt = no result given; [ ] = remark or other dose. Unless noted, calls follow the shape of the dose curve; as a rule, active = well fitted curve in the direction sought with a large enough effect; inconclusive = small, poorly fitted or top-dose-only effect, or another doubt; inactive = no such curve, though single readings can be large; an effect the other way counts as inactive or inconclusive.

(1) COc1ccc(S(=O)(=O)N2CCC(O)(c3ccc(Cl)cc3)CC2)cc1
(2) COc1ccc(OC)c2c(N3CCN(C)CC3)cc(C(F)(F)F)nc12
(3) Cc1noc(NS(=O)(=O)c2ccc(NC(=O)CS(=O)(=O)c3ccccc3)cc2)c1C
(4) Cc1c(C(=O)O)oc2c1ccc1ccccc12
(5) CCSCc1nnc(SCC(=O)c2ccc(OC)cc2)n1C
(6) C[C@@H](C1=C(CCN(C)C)Cc2ccccc21)c1ccccn1
(7) COc1cc(OC)cc(-c2nnc(SCc3c(F)cccc3Cl)o2)c1
(8) O=C(O)c1cccc(S(=O)(=O)NCC2CCCO2)c1 (configuration not stated)
(9) O=C(CSc1nnc(-c2cccs2)o1)c1cccs1
(10) CN(CCNC(=O)c1cccc(N2CCCC2=O)c1)Cc1ccccc1
assay / entry | 1 | 2 | 3 | 4 | 5 | 6 | 7 | 8 | 9 | 10
CRE-bla Fsk | 5.0% | ? | 1.2% | ? | -7.4% | -29.9% | ? | ? | -2.3% | ?
4-MU autofl | i | 3.77e-08M* | i | i | i | nt | i | ? | i | i
HBB splicing | 1.6% | nt | 0.1% | -0.4% | -1.3% | nt | nt | -0.7% | nt | 0.9%
Hsp90 Hop PPI | 1.1% | 2.6% | -5.0% | 0.1% | 1.8% | 7.7% | ? | -1.2% | -3.0% | 1.5%
BRCT inh green | -0.1% | -3.6% | -2.3% | 0.5% | -0.9% | -1.0% | -2.1% | -3.2% | 0.3% | -1.2%
A350 autofl | i | 3.3e-08M* | i | i | i | nt | i | ? | i | i
UbGFP stabilizer | -2.9% | -2.5% | -3.8% | -4.4% | -3.1% | -2.5% | 7.6% | 3.3% | -4.4% | -5.5%
Epigenetic mod | -2.3% | 2.2% | 2.7% | 0.0% | -0.7% | 0.0% | -1.2% | -2.9% | -0.3% | -3.8%
15-hLO inh | -7.6% | -7.2% | 4.4% | 7.5% | 3.4% | -11.3%[25.6 µM] | -0.1% | -2.0% | -7.3% | -0.3%
BRCT PPI red | 0.6% | 0.9% | -1.2% | -1.0% | -2.0% | -0.3% | 0.1% | 0.4% | 0.7% | 1.5%
DNA Pol III inh | -3.9% | -1.2% | -3.4% | -5.0% | 0.8% | -4.2% | 10.1% | 6.6% | 0.5% | -1.4%

(11) Cc1oc2c(CN(C)C)c(O)ccc2c(=O)c1-c1ccc2ccccc2n1
(12) COc1ccc(N2C(=O)CSC2c2ccncc2)cc1 (configuration not stated)
(13) CCCCCCCCCCCCCCCC(=O)NC(C)C
(14) COc1ccccc1N1CCN(C(=O)c2cccc(N3C(=O)NC4CC3(C)Oc3ccccc34)c2)CC1 (configuration not stated)
(15) CCOC(=O)c1nnc2cc(-c3ccccc3)nn2c1C
(16) Cc1cccc(NC(=O)Cn2nnc(-c3cccs3)n2)c1C
(17) CCC(=O)Nc1cccc(-c2cn3ccsc3n2)c1
(18) Cc1nc2cnc(N(C)C)nc2n(-c2ccccc2)c1=O
(19) CC(=O)c1c(C)[nH]c(C(=O)NCc2ccccn2)c1C
(20) Cn1cnc([N+](=O)[O-])c1Sc1nc(N)nc2c1ncn2[C@H]1C[C@H](O)[C@@H](CO)O1
assay / entry | 11 | 12 | 13 | 14 | 15 | 16 | 17 | 18 | 19 | 20
CRE-bla Fsk | 1.8% | -12.9% | -4.5% | 4.2% | 8.7% | 19.9% | 4.7% | 10µM* | 3.1% | 7.7%[7.6 µM]
4-MU autofl | ? | i | nt | i | nt | i | i | 1.05e-08M* | i | i
HBB splicing | -3.0% | -0.2% | nt | -1.1% | -1.3%[9.22 µM] | -0.1%[57.5 µM] | 7.4% | 0.3% | 0.4% | ?
Hsp90 Hop PPI | -5.2% | -1.4% | ? | -7.0% | 2.1% | ? | -4.7% | -2.9% | -1.1% | 2.0%[11 µM]
BRCT inh green | -1.3% | -0.5% | -1.0% | 1.2% | -1.4% | 0.5% | 0.6% | 2.6% | -1.4% | -3.1%[15.4 µM]
A350 autofl | ? | ? | nt | i | nt | i | ? | 1.41e-08M* | i | i
UbGFP stabilizer | 4.0% | 2.8% | 5.2% | -1.4% | -2.5% | -4.7% | 4.0% | -3.1% | -6.8% | 4.3%[9.17 µM]
Epigenetic mod | 0.0% | -1.4% | -1.4% | -2.0% | -0.2% | 1.6% | -4.1% | -1.9%[9.22 µM] | 2.9% | -2.2%[9.22 µM]
15-hLO inh | -0.3% | 11.1% | -0.2%[25.6 µM] | -8.5% | -0.9% | -9.4% | 10.0% | 0.4% | 8.5% | 16.8%[11.4 µM]
BRCT PPI red | 2.2% | -0.1% | -0.9% | 0.2% | 2.7% | -2.7% | 2.5% | 1.1% | -0.1% | -0.4%[15.4 µM]
DNA Pol III inh | -5.7% | -11.3% | -2.9% | 7.0% | -0.6% | -3.3% | -6.5% | -6.9% | -2.8% | -2.1%[11.4 µM]

(21) O=C(Nc1ccc(CN2CCCCC2)cc1)c1ccc2c(c1)OCO2
(22) COc1ccc(C(=O)NCCc2c[nH]c3ccccc23)cc1S(=O)(=O)N1CCOCC1
(23) O=C(COc1ccc(Cl)cc1Cl)NCc1ccncc1
(24) CC(=O)NCCSC(=O)c1ccc(F)cc1
(25) O=C(O)c1ccc(NS(=O)(=O)c2cc(Cl)ccc2Cl)cc1
(26) Cn1c(COc2ccccc2)nnc1SCCC(=O)Nc1ccccc1
(27) CC(NC(=O)Cc1cccs1)c1ccncc1 (configuration not stated)
(28) O=C(C1CCC1)N1CCc2cc(S(=O)(=O)NCCN3CCN(c4ccccc4F)CC3)ccc21
(29) CCn1cc(C(=O)Nc2cc3c(cc2NC(C)=O)OCCO3)c(=O)c2ccc(C)nc21
(30) O=C(NCc1ccco1)c1cc(-c2ccc(F)cc2)on1
(31) CCS(=O)(=O)n1nc(-c2ccccc2)nc1SCc1ccccc1
(32) COc1cc(NC(=O)c2ccco2)ccc1NC(=O)c1ccccc1Cl
assay / entry | 21 | 22 | 23 | 24 | 25 | 26 | 27 | 28 | 29 | 30 | 31 | 32
CRE-bla Fsk | 1.4% | -22.9% | ? | -14.9% | -2.6% | -4.5% | 1.7% | ? | ? | ? | -12.0% | 2.5%
4-MU autofl | i | i | nt | nt | nt | i | i | i | i | i | i | i
HBB splicing | 0.0% | -0.6%[57.5 µM] | -1.0%[0.0738 µM] | -1.9% | 1.9% | 11.9% | -1.5% | -0.8% | -0.1%[57.5 µM] | -1.3% | -0.6% | 0.9%
Hsp90 Hop PPI | -0.6% | -4.1% | -4.6%[11 µM] | -0.5% | ? | 17.4% | -0.2% | -4.6% | -1.9% | 2.6% | 6.2% | -5.8%
BRCT inh green | -2.4% | 2.4% | -0.5% | -2.0% | -1.4% | 0.5% | -2.1% | -1.1% | -2.6% | -3.1% | -1.0% | 0.2%
A350 autofl | i | i | nt | nt | nt | i | i | i | i | i | i | i
UbGFP stabilizer | 3.9% | 4.5% | ? | 9.4% | 15.4% | -3.8% | 12.7% | 13.8% | -5.6% | -7.1% | -4.2% | -3.4%
Epigenetic mod | -3.3% | -2.7% | -1.5% | 0.6% | -1.6% | 0.0% | 0.3% | -0.3% | -2.3% | -1.2% | 2.0% | 0.2%
15-hLO inh | -2.1% | 1.6% | -0.7%[11.4 µM] | -2.8% | 10.9% | -15.2% | 4.0% | -19.6% | 8.6% | -1.8% | -3.4% | -3.6%
BRCT PPI red | -0.1% | 0.3% | -1.1% | -0.5% | 1.0% | -1.5% | 1.0% | -2.4% | -0.2% | -0.8% | -1.8% | -0.2%
DNA Pol III inh | -5.7% | -1.3% | -5.1%[11.4 µM] | -2.6% | -2.5% | 4.3% | -2.5% | -6.7% | -3.6% | -3.5% | 2.2% | -4.2%

Taken from above.
O=C(NCc1ccco1)c1cc(-c2ccc(F)cc2)on1 in 15-hLO inh: -1.8%
CC(NC(=O)Cc1cccs1)c1ccncc1 (configuration not stated) in DNA Pol III inh: -2.5%
O=C(COc1ccc(Cl)cc1Cl)NCc1ccncc1 in BRCT inh green: -0.5%
